# Compound activity as filed in PubChem.
# LAP4 TOR yeast: modulators of TOR pathway LAP4-GFP in S. cerevisiae; S. cerevisiae LAP4-GFP multiplex, flow cytometry GFP, 3 h; median GFP as percent of DMSO wells; GFP response vs DMSO, % at 10 µM; actives 0.34% (n = 320,000);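 active means GFP response vs DMSO above a set limit, about the screen mean plus 3 SD, cut at about 150% in these data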
# AHR act: human AHR activation. P35869. AHR-responsive luciferase reporter cells, luminescence. activation, % at 5 µM. actives 2.5% (n = 320,000). AID 2796; in the data active means activation above about 47%;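 further: 0% = vehicle wells and 100% = reference agonist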
# Target sequence (P35869 whole entry, looked up): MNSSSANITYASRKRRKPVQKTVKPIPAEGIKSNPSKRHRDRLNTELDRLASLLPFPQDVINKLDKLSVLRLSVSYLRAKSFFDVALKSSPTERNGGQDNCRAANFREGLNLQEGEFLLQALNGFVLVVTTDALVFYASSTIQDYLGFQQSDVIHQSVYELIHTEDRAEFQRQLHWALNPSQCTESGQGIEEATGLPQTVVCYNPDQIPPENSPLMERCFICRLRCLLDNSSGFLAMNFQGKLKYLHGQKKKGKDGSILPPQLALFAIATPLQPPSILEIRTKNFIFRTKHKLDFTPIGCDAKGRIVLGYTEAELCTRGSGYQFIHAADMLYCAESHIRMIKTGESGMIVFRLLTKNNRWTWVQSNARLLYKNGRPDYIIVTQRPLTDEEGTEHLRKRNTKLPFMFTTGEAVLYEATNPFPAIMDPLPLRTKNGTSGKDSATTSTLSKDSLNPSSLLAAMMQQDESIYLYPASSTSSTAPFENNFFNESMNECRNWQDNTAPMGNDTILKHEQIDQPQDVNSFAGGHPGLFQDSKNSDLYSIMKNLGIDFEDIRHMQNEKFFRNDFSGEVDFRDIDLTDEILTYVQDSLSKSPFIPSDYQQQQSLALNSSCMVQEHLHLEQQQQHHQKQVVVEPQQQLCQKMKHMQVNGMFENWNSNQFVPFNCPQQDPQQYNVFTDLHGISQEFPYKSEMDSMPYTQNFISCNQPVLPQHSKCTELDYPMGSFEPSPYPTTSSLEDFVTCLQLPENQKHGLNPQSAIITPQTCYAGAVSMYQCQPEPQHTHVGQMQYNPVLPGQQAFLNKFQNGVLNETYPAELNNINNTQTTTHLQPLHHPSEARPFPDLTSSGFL
# MEP2 TOR yeast: modulators of TOR pathway MEP2-GFP in S. cerevisiae | S. cerevisiae MEP2-GFP strain, flow cytometry GFP, 3 h; 100% = DMSO control level | GFP response vs DMSO, % at 10 µM | actives 0.51% (n = 330,000);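 active means GFP response versus DMSO above a set limit, roughly screen mean plus 3 SD, cut at about 180% in these data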;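 further: median GFP fluorescence of the barcode-gated MEP2-GFP cells per well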
# CIT2 TOR yeast: yeast TOR pathway CIT2-GFP modulation; actives 0.065% (n = 320,000); S. cerevisiae CIT2-GFP strain, flow cytometry, 3 h; 100 means same as DMSO wells; AID 2029; GFP response vs DMSO, % at 10 µM;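 active means GFP response relative to DMSO above a set limit, near the screen mean plus 3 SD, cut at about 150% in these data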;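 further: ratio of well median GFP fluorescence to mean of DMSO wells on the plate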
# RPL19A-GFP yeast: yeast TOR pathway RPL19A-GFP modulation; actives 0.3% (n = 330,000); S. cerevisiae RPL19A-GFP strain, flow cytometry, 3 h; stronger effect = lower value; percent response vs DMSO, % at 10 µM;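 active means percent response vs DMSO below 50%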;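 further: median channel GFP fluorescence of the barcoded RPL19A-GFP strain; ratio of sample median GFP to plate DMSO average so 100% = DMSO; lower means less RPL19A-GFP as with rapamycin TOR inhibition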
# Efflux pump inh: inhibitors of Candida antifungal efflux pumps expressed in yeast. S. cerevisiae Candida pump triplex, Nile Red efflux. inhibition, % at 10 µM. actives 0.44% (n = 330,000);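 active means plate passing quality check with inhibition over a set limit, or well fluorescence over plate mean plus 4 SD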;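 further: Nile Red retained in pooled yeast measured as flow cytometry median fluorescence; 0% = buffer negative control and 100% = Enniatin B positive control; higher means more Nile Red kept so more efflux inhibition; some compounds called inactive have numbers as strong as hits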
# Yeast superoxide: yeast age-related superoxide inhibition as caloric restriction mimetic; S. cerevisiae aged cells, superoxide DHE fluorescence; stronger effect = lower value; actives 0.18% (n = 330,000); superoxide response (% of plate mean), % at 10 µM;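 active means superoxide response under a set limit, about three screen SD below normal, cut at about 65% in these data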;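 further: yeast aged for seven days with compound at 30 °C before DHE staining; 100% = average MFI of all compound-treated wells on the plate with controls excluded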
# AGP1-GFP MLPCN: modulators of TOR pathway AGP1-GFP in S. cerevisiae. S. cerevisiae AGP1-GFP multiplex flow cytometry, 3 h; GFP as percent of DMSO wells. GFP response vs DMSO, % at 10 µM. actives 0.02% (n = 320,000). AID 2066;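 active means GFP response relative to DMSO above a set limit, near screen average plus 3 SD, cut at about 150% in these data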;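 further: median GFP channel fluorescence of the gated AGP1 strain per well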
# The depositor's hits bear a star; . = not tested or not shown.
item	SMILES	LAP4 TOR yeast	AHR act	MEP2 TOR yeast	CIT2 TOR yeast	RPL19A-GFP yeast	Efflux pump inh	Yeast superoxide	AGP1-GFP MLPCN
1	CC1CCN(C(=O)Cn2c(=O)oc3cc(S(=O)(=O)N4CCCCC4)ccc32)CC1	97	1	108	103	102	0.1	117	102
2	CCCCCOc1cccc(C2C(C(=O)c3cccs3)=C(O)C(=O)N2CCN2CCOCC2)c1 (configuration not stated)	103	2	103	103	103	-0.2	102	102
3	COc1ccc(C(=O)Nc2nc(-c3cccs3)cs2)cc1	115	-2	87	66	87	0.1	135	74
4	C=CCn1cc(/C=C/c2cc[n+](C)cc2)c2ccccc21	107	15	117	108	98	1.1	97	99
5	Cc1ccc(-c2csc(NC(=O)c3cccc(S(=O)(=O)N4CCN(C)CC4)c3)n2)cc1	103	0	104	104	97	0.1	122	100
6	Cc1cc(C)nc(N/C(=N/S(=O)(=O)Cc2ccccc2)Nc2ccccc2)n1	91	5	103	100	99	0.0	81	99
7	CCCNC(=O)C(=O)c1cccn1-c1ccsc1C(=O)OC	83	4	92	73	97	0.0	97	49
8	COc1cc(C(CC(=O)Nc2ccccn2)N2Cc3ccccc3C2=O)cc(OC)c1OC (configuration not stated)	88	3	104	97	99	0.1	97	96
9	CCSc1nnc(NC(=O)c2cc(OC)c(OC)c(OC)c2)s1	100	25	101	95	103	0.2	99	99
10	COc1ccc(-n2c(=O)c3c4c(sc3n(Cc3cccc(F)c3)c2=O)CN(C(C)=O)CC4)c(OC)c1	101	0	90	95	93	0.2	88	101
11	COc1ccc(N2CCN(S(=O)(=O)c3c(C)nc4sccn4c3=O)CC2)cc1	123	1	94	119	103	0.0	82	109
12	COc1ccc(-n2nc(C(=O)NCC(=O)Nc3cccc(Cl)c3)c3ccccc3c2=O)cc1	88	3	98	97	102	0.1	106	94
13	CCCCC(=O)N1CCCC(C)C1 (configuration not stated)	97	2	106	102	98	0.3	92	91
14	O=C(O)c1cc(S(=O)(=O)NCCOc2ccccc2)ccc1Cl	105	1	100	98	96	-0.3	94	103
15	Cc1nn(-c2ccc(N3CCOCC3)nn2)c(C)c1CCC(=O)N1CCN(C)CC1	110	0	109	106	101	0.0	99	102
16	O=C(CSc1nc(-c2ccccc2)cc(=O)[nH]1)Nc1ccccc1F	101	9	105	99	102	-0.2	109	93
17	CCNC(=S)NNC(=O)c1ccc(OC(F)F)cc1	100	0	102	99	100	0.3	95	100
18	CCn1c(C)cc(O)cc1=O	112	2	107	106	101	0.0	94	111
19	COCC(C)NC(=O)CSc1ncnc2sc(-c3ccccc3)cc12 (configuration not stated)	113	8	92	99	98	0.7	99	96
20	CC(=O)c1ccc(N(CC(=O)NC2CCCCC2)C(=O)c2csnn2)cc1	100	1	102	106	102	0.1	109	106
21	Cc1ccc2c(CC(=O)NCC(C)(C)N3CCOCC3)coc2c1	86	0	92	97	95	0.1	103	91
22	CC(=O)Nc1cc[n+](C(C)C(=O)c2ccccc2)cc1 (configuration not stated)	86	-3	93	92	95	0.1	98	92
23	Cc1cccc(N=Nc2cnc(N)s2)c1	135	31	93	74	88	0.0	100	89
24	COc1cc(/C=C2\SC(=S)N(C(Cc3ccccc3)C(=O)O)C2=O)ccc1O (configuration not stated)	98	-4	99	97	99	0.2	93	97
25	O=P(OC1CCCCC1)(OC1CCCCC1)C(O)c1cccnc1 (configuration not stated)	104	-3	101	94	93	0.0	91	95
26	Cc1ccc(-c2nnc(SCC(=O)Nc3nc4c(s3)CCCC4)n2C)cc1	111	-1	99	103	104	0.0	107	110
27	Cc1cc(C)cc(OCC(=O)NN2C(=O)c3ccccc3C2=O)c1	89	6	96	95	100	0.2	104	97
28	Cc1nn(-c2ccccc2)c(C)c1NC(=O)COC(=O)Cc1cccc(C(F)(F)F)c1	105	-1	96	95	98	-0.1	102	105
29	CCOC(=O)C1(Cc2cccc(F)c2)CCN(CCCn2cccn2)CC1	99	0	88	97	96	0.0	126	104
30	Cn1c(SCC(=O)NCc2cccs2)nnc1-c1ccc(S(=O)(=O)N2CCCC2)cc1	100	-1	107	105	100	-0.1	81	.
31	Cc1cccc(NC(=O)CSc2ncnc3nc[nH]c23)c1C	101	-2	101	94	100	0.0	86	102
32	Cc1ccccc1/C=N/N1C(=O)CSC1=S	93	8	102	99	102	0.0	96	93
33	N#CC(C#N)=C1C=CC=CN1/C(=C\c1ccco1)C(=O)c1ccccc1	100	19	113	94	95	0.5	92	94
34	CCc1cc(=O)oc2cc(OCC(=O)NC3CC(C)(C)NC(C)(C)C3)ccc12	100	-1	99	98	98	-0.2	108	98
35	O=c1[nH]cnc2c1C1(CCCC1)Cc1ccccc1-2	107	-2	112	103	107	0.0	110	112
36	CC1CC(C)CN(CC(=O)NNC(=O)COc2ccc(Cl)cc2)C1 (configuration not stated)	105	0	110	113	105	-0.2	75	109

# Some of these compounds in order of length of the SMILES, falling:
item	SMILES	LAP4 TOR yeast	AHR act	MEP2 TOR yeast	CIT2 TOR yeast	RPL19A-GFP yeast	Efflux pump inh	Yeast superoxide	AGP1-GFP MLPCN
30	Cn1c(SCC(=O)NCc2cccs2)nnc1-c1ccc(S(=O)(=O)N2CCCC2)cc1	100	-1	107	105	100	-0.1	81	.
34	CCc1cc(=O)oc2cc(OCC(=O)NC3CC(C)(C)NC(C)(C)C3)ccc12	100	-1	99	98	98	-0.2	108	98
26	Cc1ccc(-c2nnc(SCC(=O)Nc3nc4c(s3)CCCC4)n2C)cc1	111	-1	99	103	104	0.0	107	110

# The results go on:
item	SMILES	LAP4 TOR yeast	AHR act	MEP2 TOR yeast	CIT2 TOR yeast	RPL19A-GFP yeast	Efflux pump inh	Yeast superoxide	AGP1-GFP MLPCN
37	CC(C)CN1CCN(Cc2cccc3cccnc23)CC1CCO (configuration not stated)	102	3	95	95	94	0.0	121	95
38	CN1CCN(C(=O)C23CCC(C)(c4nc5ccccc5nc42)C3(C)C)CC1 (configuration not stated)	98	-3	101	.	99	-0.1	98	102
39	FC(F)(F)c1cc(C(F)(F)F)c2ccc(N3CCN(c4ccc(Cl)cc4)CC3)nc2n1	82	-3	95	96	100	0.1	91	105
40	Cc1ccc(CN2CCS(=O)(=O)CC2)cc1	107	-2	101	127	107	-0.1	100	112
41	Cc1ccc(-n2nnnc2CS(=O)(=O)c2ccccc2)c(C)c1	87	1	92	.	105	0.0	103	96
42	CN(C(=O)CN1C(=O)/C(=C/c2ccccc2Cl)SC1=S)C1CCS(=O)(=O)C1 (configuration not stated)	97	1	97	94	96	0.0	89	101
43	Nc1ncnc2c1ncn2[C@@H]1O[C@H](CNCc2ccccc2OCc2ccc(Cl)cc2Cl)[C@@H](O)[C@H]1O	109	1	102	103	99	0.1	104	101
44	O=C(COC(=O)c1ccccn1)Nc1cc(Cl)ccc1Cl	108	-1	100	98	95	0.0	98	93
45	O=S(=O)(NC1CC1)c1ccc(S(=O)(=O)N2CCCC3(CCCCC3)C2)cc1	101	-1	101	102	102	-0.1	131	102
46	CO/C([O-])=N/c1c[n+](-c2ccc(Cl)cc2)no1	103	26	87	87	93	-0.2	105	66
47	CCOC(=O)c1cc2cc(OC)ccc2nc1C	102	0	100	91	95	0.1	84	.
48	CNS(=O)(=O)c1cc2c3c(cccc3c1)C(=O)NC2=O	107	0	99	96	95	0.2	92	97
49	Cc1csc(NC(=O)c2ccc(S(=O)(=O)N(C)c3ccccc3)cc2)n1	94	20	102	101	.	0.1	97	98
50	O=C(NCC(=O)N1CCN(S(=O)(=O)c2ccccc2C(F)(F)F)CC1)c1sc2ccccc2c1Cl	108	4	102	101	100	-0.1	102	109
51	COC(=O)c1ccc(Oc2c(F)c(F)nc(N3CCOCC3)c2F)cc1	97	-1	98	90	96	0.1	104	97
52	O=C(CNC(=S)NC(=O)c1cccc([N+](=O)[O-])c1)c1ccccc1	95	0	96	103	104	-0.1	81	102
53	c1ccc(OCc2nn3c(Cn4nnc5ccccc54)nnc3s2)cc1	107	4	123	107	103	-0.2	98	107
54	Cc1nn(-c2ccccc2)c(N2CCCC2)c1/C=C1\N=C(c2ccc(OC(C)C)cc2)OC1=O	95	-1	100	101	106	0.4	98	101
55	CCc1ccccc1Nc1nc(-c2cccnc2)cs1	89	7	99	99	100	0.1	100	91
56	Cc1nc(-c2ccccc2)sc1C1(C)CC(c2ccc([N+](=O)[O-])cc2)=NO1 (configuration not stated)	97	-5	93	89	97	0.1	95	95
57	NC(=O)CSc1nnc(-c2cccnc2)n1Cc1ccccc1	103	0	105	109	100	-0.1	96	106
58	C=CCSc1nnc2c(n1)OC(c1cccnc1)N(C(C)=O)c1ccccc1-2 (configuration not stated)	95	4	101	100	97	0.0	129	103
59	CCCCNC(=S)NCc1ccc2c(c1)cc(C)n2C	107	11	105	117	113	0.1	127	111
60	Cc1ccc(CSCc2ccc(C(=O)NCC3CCCO3)o2)cc1 (configuration not stated)	98	4	98	104	98	0.0	106	101
61	Cc1c(NC(=S)NC(=O)c2ccco2)cccc1-c1nc2ncccc2o1	101	-5	106	99	108	-0.1	212	102
62	O=C(CCN1CCN(c2ccccc2F)CC1)Nc1ccccc1Cl	102	5	102	88	94	0.3	102	89
63	COc1cccc(NC(=O)c2ccc[n+](C)c2)c1	89	14	86	95	89	-0.3	108	90
64	COc1ccc(OCC(O)CNC(=O)Nc2ccc(Cl)cc2)cc1 (configuration not stated)	99	2	104	106	103	-0.1	100	106
65	COC(=O)c1ccc(-c2ccco2)n1Cc1ccccc1Cl	83	1	89	92	91	-0.1	94	93
66	C/C(CC(=O)Nc1ccc(Cl)cn1)=N\NC(=O)Cc1cccs1	108	12	110	105	100	-0.2	101	107
67	O=C1CC(c2cccc(F)c2)c2c(c3ccccc3[nH]c2=O)O1 (configuration not stated)	104	-1	103	98	94	0.0	88	100
68	CCOC(=O)c1ccc(Nc2ncnc3nc[nH]c23)cc1	95	3	94	97	100	0.0	95	99
69	O=C(c1cc(Cl)ccc1Cl)N1CCN(Cc2ccccc2)CC1	97	.	106	100	103	0.1	99	99
70	Cc1nnc(N(Cc2ccccc2)C(=O)c2cnccn2)s1	96	5	97	106	100	0.1	113	99
71	Cc1cc(F)ccc1NC(=O)c1cc(S(=O)(=O)N2CCCC2)cn1C	104	-1	100	102	100	0.1	88	102
72	COc1cc2ccc(=O)oc2cc1OCC(O)C(C)(C)O (configuration not stated)	103	0	109	100	102	0.3	104	103
73	CC(=O)c1ccc(OCc2ccc(Oc3c(Cl)cccc3[N+](=O)[O-])cc2)cc1	104	1	105	102	102	0.0	105	101
74	Cc1ncc([N+](=O)[O-])n1CCOC(=O)NC(NCc1cccnc1)C(Cl)(Cl)Cl (configuration not stated)	94	-1	103	100	103	0.0	94	101
75	CCC(C)c1ccc(NC(=S)Nc2ccc(OC)c(OC)c2)cc1 (configuration not stated)	105	3	108	114	105	0.0	89	109
76	CCOc1ccccc1-n1nnnc1SCc1nc2ccccc2s1	128	25	105	83	96	-0.1	90	102
77	CCCCn1nc(C(=O)NC2=NCCS2)c2ccccc2c1=O	103	35	101	103	101	-0.1	95	98
78	CC1CCCC(N2CCN(C(=O)c3ccccc3F)CC2)C1 (configuration not stated)	83	-1	102	115	108	-0.2	99	106
79	COC(=O)c1ccc(NC(=O)C2CCCN2C(=O)OCc2ccccc2)cc1 (configuration not stated)	99	0	96	98	94	-0.1	105	94
80	CCOc1cc(N2CCOCC2)c(OCC)cc1NC(=O)CN1C(=O)C2CC=CCC2C1=O (configuration not stated)	100	-2	92	97	94	-0.1	91	100
81	CCN(CC)CCN(C)Cc1ccc(Br)cc1	92	0	98	99	97	-0.1	109	96
82	C=CCn1c(Cc2c[nH]c3ccccc23)n[nH]c1=S	91	17	94	96	91	0.3	89	96
